# Bioassay records (PubChem)
# GalR3 antagonist: GalR3 antagonists in HEK293 cells, primary screen, cell-based, fluorescence readout | Galanin receptor type 3 (Homo sapiens), O60755 | 360,000 compounds, 0.44% hits | HEK293 GalR3-CNG cAMP membrane potential fluorescence; galR3 body fused to GalR1 C-terminus | inhibition, % at 3 µM;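 active = inhibition above the screen-wide average plus 3 SD, cut at about 13% in these data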;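 also: forskolin and galanin both at EC90 stimulate the cells; cAMP rise reported by CNG channel membrane potential dye signal; 0% = forskolin plus galanin with DMSO and 100% = forskolin alone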
# Target sequence (O60755 1-299 limits assumed): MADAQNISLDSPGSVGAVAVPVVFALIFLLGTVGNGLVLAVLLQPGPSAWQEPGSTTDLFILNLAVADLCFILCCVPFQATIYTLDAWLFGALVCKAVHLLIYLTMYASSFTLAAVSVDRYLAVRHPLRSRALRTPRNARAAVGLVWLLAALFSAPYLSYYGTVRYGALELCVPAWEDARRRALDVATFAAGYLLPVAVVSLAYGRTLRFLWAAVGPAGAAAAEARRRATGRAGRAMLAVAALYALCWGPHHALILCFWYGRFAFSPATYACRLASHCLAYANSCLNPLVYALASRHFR
# MEKK2 mut-MEK5: MEK5 binding signal on mutant MEKK2 PB1, primary screen, biochemical, multiplex bead flow cytometry, Alexa488-MEK5; 290,000 compounds, 0.35% hits; Alexa488-MEK5 binding to MEKK2 mutant; percent response, % at 10 µM; AID 1530, 2009; in the data active = percent response above about 24%, passing the limit was not always enough; also: inactives centre near 1; some results filed as inactive read as strong as hits
# UBC9 SUMO inh: inhibitors of in vitro SUMOylation cascade, primary screen, biochemical, HTRF, uHTS. SUMO-conjugating enzyme UBC9 (Homo sapiens), P63279. HTRF SUMOylation assay, SAE1/SAE2 + UBC9. inhibition, % at 35 µM. 290,000 compounds, 0.36% hits; in the data active = inhibition above about 50%, passing the limit was not always enough; also: strong numbers were not always called active
# Target sequence (P63279 whole entry, looked up): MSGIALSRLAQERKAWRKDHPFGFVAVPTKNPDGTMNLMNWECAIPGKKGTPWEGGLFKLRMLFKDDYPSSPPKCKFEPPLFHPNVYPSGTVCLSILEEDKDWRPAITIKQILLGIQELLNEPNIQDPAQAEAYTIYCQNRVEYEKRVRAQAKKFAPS
# HCV NS3 hel inh: inhibitors of HCV NS3 helicase, primary screen, biochemical, Cy5 molecular beacon fluorescence; Hepatitis C virus NS3 helicase; inhibition, % at 10.9 µM; 290,000 compounds, 0.56% hits; NS3 helicase DNA unwinding;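 active = inhibition above the mean of all tested compounds plus 3 SD, set per campaign, cut at about 35% in these data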;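 also: 0% = DMSO wells and 100% = thioflavine S control wells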
#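 Compound dosing – single dose, 10.9 µM nominal final, DMSO 0.8% final · System – NS3 helicase fragment of HCV · Buffer or medium – MOPS pH 6.5, MgCl2, DTT, Tween20, BSA · Signal – Cy5 beacon fluorescence read at start and 1 h · Also added – annealed dual-labelled DNA beacon duplex, ATP-started · Schedule – 1 h at 25 °C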
# CRFBP-R2 agonist: agonists of CRF-BP/CRF-R2 complex, primary screen, cell-based, HEK293, calcium dye fluorescence, uHTS | CRF-binding protein / CRF receptor 2 complex (human) | calcium dye fluorescence (FLIPR); percent of saturating CRF peptide response | activation, % at 13.2 µM | 350,000 compounds, 0.46% hits | AID 588473, 2011;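 active = activation of at least 50%, plus an integration ratio under a set limit after plate pattern correction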;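 also: plate controls were neutral control wells without compound for no effect and CRF at EC100 for full effect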
# MEKK3 PB1 HTS: modulators of MEKK3-MEK5 PB1 binding, primary screen, biochemical, wildtype MEKK3, multiplex bead flow cytometry, Alexa488-MEK5; binding response (% of control), % at 10 µM; Mitogen-activated protein kinase kinase kinase 3 (Homo sapiens), Q99759; AID 1529, 2009; bead-based flow cytometry, Alexa488-MEK5 binding to MEKK3; actives lie on both sides; 0 = blocked by unlabeled MEK5, 100 = vehicle; 290,000 compounds, 1.4% hits;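 active = binding response more than 3 SD above or below the average of its plate-row segment, actives on both sides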;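 also: Alexa488 bead fluorescence after subtracting the streptavidin-only scavenger bead signal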
# Target sequence (Q99759 whole entry, looked up): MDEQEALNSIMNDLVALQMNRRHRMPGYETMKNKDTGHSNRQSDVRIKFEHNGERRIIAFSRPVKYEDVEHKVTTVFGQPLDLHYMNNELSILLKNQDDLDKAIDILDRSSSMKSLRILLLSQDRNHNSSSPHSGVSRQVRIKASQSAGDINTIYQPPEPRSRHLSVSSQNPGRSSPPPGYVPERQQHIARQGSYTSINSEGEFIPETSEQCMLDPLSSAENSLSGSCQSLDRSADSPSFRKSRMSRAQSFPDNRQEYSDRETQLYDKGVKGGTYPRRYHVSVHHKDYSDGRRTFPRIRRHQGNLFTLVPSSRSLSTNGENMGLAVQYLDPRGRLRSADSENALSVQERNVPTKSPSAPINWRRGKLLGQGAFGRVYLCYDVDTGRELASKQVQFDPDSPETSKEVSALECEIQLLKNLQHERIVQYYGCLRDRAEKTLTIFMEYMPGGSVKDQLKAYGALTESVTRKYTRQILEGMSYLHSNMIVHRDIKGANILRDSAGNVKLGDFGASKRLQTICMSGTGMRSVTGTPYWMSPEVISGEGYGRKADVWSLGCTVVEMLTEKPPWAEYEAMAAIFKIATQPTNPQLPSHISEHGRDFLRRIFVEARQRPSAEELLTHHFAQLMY
# MEKK2 WT-MEK5: modulators of MEK5 binding to wildtype MEKK2, primary screen, biochemical, multiplex bead flow cytometry, Alexa488-MEK5 | binding response (% of control), % at 10 µM | Alexa488-MEK5 binding to MEKK2 WT; actives lie on both sides | AID 1531, 2009 | Mitogen-activated protein kinase kinase kinase 2 (Homo sapiens), Q9Y2U5 | 290,000 compounds, 1.1% hits; in the data active = binding response below about 67% or above about 130%
# CRFR2-BP antag: antagonists of CRF-BP/CRF-R2 complex, primary screen, cell-based, HEK293, calcium dye fluorescence, uHTS; inhibition, % at 11.8 µM; 350,000 compounds, 0.59% hits; AID 588475, 2011; CRF-induced calcium fluorescence;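 active = inhibition of the ligand-induced calcium signal above about 50% at the single tested concentration, limit read from the data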
# DNA FID counter: compounds displacing fluorescent DNA intercalator, primary screen, artefact control for HCV NS3 helicase inhibitor project, biochemical, FID fluorescence; DNA fluorescent intercalator displacement; inhibition, % at 7.9 µM; 290,000 compounds, 0.17% hits; AID 1845, 2009; in the data active = inhibition above about 37%;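 also: 0% = vehicle and 100% = reference compound; higher means more ethidium bromide displaced from hairpin DNA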
# Numbers without * were called inactive; · = not tested or not shown. These rows are one share of the data; count on the stated rates, not on these rows.
SMILES,GalR3 antagonist,MEKK2 mut-MEK5,UBC9 SUMO inh,HCV NS3 hel inh,CRFBP-R2 agonist,MEKK3 PB1 HTS,MEKK2 WT-MEK5,CRFR2-BP antag,DNA FID counter
CNC(=S)c1cc(C(C)(C)C)c(O)c(C(C)(C)C)c1,-7,2,-6,-13,-2.5,101,103,-4,-12
O=C(Cc1ccc(Br)cc1)Nc1ccc(S(=O)(=O)Nc2ncccn2)cc1,-3,2,18,3,-1.2,102,106,0,-15
CCN1CCN(c2cc(C)c3cc(NC(=O)c4cncc(Br)c4)ccc3n2)CC1,-1,·,-8,-67,-1.4,·,·,-25,38*
CCCCC1=CC2=C(c3ccco3)C(=O)C(C)(OC(=O)c3ccc(OC)cc3)C(=O)C2=CN1C(CO)CO (stereo not drawn),-2,4,23,·,11,115,144*,-12,·
CCOC(=O)c1c(N)c(C#N)nn1-c1ccccc1C(=O)OC,-4,3,-2,3,·,104,104,·,-3
Cc1ccc(C(C)C)c(OC/C(O)=C(\C#N)c2nc3ccccc3[nH]2)c1,-4,-12,5,7,0.0,97,98,7,-8
COc1ccc(/C=N/NC(=O)c2c([N+](=O)[O-])c(C)nn2C)cc1,-2,1,-1,1,-0.6,98,98,9,-8
O=C(NNS(=O)(=O)c1ccccc1)c1cc2cc3ccccc3nc2s1,-4,-1,-3,0,0.9,96,100,12,-17
COc1cc(NS(=O)(=O)c2c(C(=O)N3CCOCC3)c(C)n(C)c2C)cc(OC)c1OC,2,3,2,0,0.0,98,101,2,-12
COc1cccc(C(C(=O)NC2CCCC2)N(C(=O)CNC(=O)c2ccco2)c2cccnc2)c1 (stereo not drawn),-6,-6,-7,-7,-1.1,98,99,5,-19
C=CCS(=O)(=O)N1CCCC(N2CCN(c3ccccc3OC)CC2)C1 (stereo not drawn),-4,4,-6,-7,-1.0,104,103,14,-6
COC(CNC(=O)C(=O)NCC1OCCN1C(=O)c1ccc(Cl)cc1)OC (stereo not drawn),·,2,2,6,0.6,110,108,16,-13
O=C(CSc1nnc(CNc2ccccc2)o1)N1CCN(C(=O)c2ccco2)CC1,3,3,-4,-9,-0.8,102,103,-6,-19
CCOc1ccc(C(=O)N2CCN(c3ccccn3)CC2)cc1OCC,3,2,16,-1,0.3,102,107,5,-34
O=C(CCn1cnnn1)N1CCCC(Nc2ccc(F)c(F)c2)C1 (stereo not drawn),1,4,4,17,2.8,95,96,25,-11
O=C(COc1cccnc1[N+](=O)[O-])N1CCc2ccccc2C1,-2,2,18,8,0.3,100,98,0,4
CC(=O)CN1C(=O)NC2(CCCc3ccccc32)C1=O (stereo not drawn),-5,3,-6,5,2.8,101,104,9,-1
COCCN1CCn2c(nc3cc(NC(=O)NC4CCCCC4)ccc32)C1,-1,-5,39,-11,1.2,94,95,-7,-5
CCOC(=O)Cc1csc(NC(=O)C(C)(C)CC)n1,-8,4,3,0,0.1,102,84,-1,-4
O=C(CCNS(=O)(=O)c1ccc(Br)cc1)Nc1cccc(F)c1,-8,-5,-6,4,-3.8,96,93,-12,0
Cc1ccc(OCC(=O)N/N=C/C=C/c2ccco2)cc1C,-1,0,22,19,0.0,125,97,-11,-12
O=C(COc1ccc(Cl)cc1Cl)OCC(=O)N1CCCc2ccccc21,6,5,-18,-19,1.6,97,82,-23,-13
C#CC[N+](C)(C)CCN1C(=O)C2C(c3ccccc3)C=CC(c3ccccc3)C2C1=O (stereo not drawn),-2,-1,2,-33,-2.4,102,103,8,19
Cn1nc(C(C)(C)C)c([N+](=O)[O-])c1C(=O)Nc1cccc2ccccc12,-1,7,-11,-11,0.6,105,104,-7,-6

# MEKK2 WT-MEK5: what is marked active above
mol	GalR3 antagonist	MEKK2 mut-MEK5	UBC9 SUMO inh	HCV NS3 hel inh	CRFBP-R2 agonist	MEKK3 PB1 HTS	MEKK2 WT-MEK5	CRFR2-BP antag
CCCCC1=CC2=C(c3ccco3)C(=O)C(C)(OC(=O)c3ccc(OC)cc3)C(=O)C2=CN1C(CO)CO (stereo not drawn)	-2	4	23	·	11	115	144*	-12

# Some of these compounds in order of their number in CRFR2-BP antag, falling.
Structure | CRFR2-BP antag
O=C(CSc1nnc(CNc2ccccc2)o1)N1CCN(C(=O)c2ccco2)CC1 | -6
Cc1ccc(OCC(=O)N/N=C/C=C/c2ccco2)cc1C | -11
O=C(CCNS(=O)(=O)c1ccc(Br)cc1)Nc1cccc(F)c1 | -12

# Next part.
SMILES,GalR3 antagonist,MEKK2 mut-MEK5,UBC9 SUMO inh,HCV NS3 hel inh,CRFBP-R2 agonist,MEKK3 PB1 HTS,MEKK2 WT-MEK5,CRFR2-BP antag,DNA FID counter
CC1CCCC(NC(=O)CN2C(=O)c3cccnc3Oc3ccc(Cl)cc32)C1C (stereo not drawn),-10,-5,9,4,-0.8,102,98,6,-24
CCCCNC(=O)CO/N=C(\C)c1cc2ccccc2o1,-10,0,3,-7,0.3,97,99,12,-22
CCOC(=O)C1=C(C)OC(N)=C(C#N)C1c1cncc(-c2ccc(F)cc2)c1 (stereo not drawn),-8,5,21,2,-1.1,107,108,-34,-13
CCOC(=O)CSc1nc2c(sc(=S)n2-c2ccccc2OC)c(=O)n1Cc1ccco1,-7,2,5,-3,28,103,102,10,-8
C[C@@H]1CC=C[C@H]2[C@H]1C(=O)N(Cc1ccccc1)[C@H]2c1ccc(C(F)(F)F)cc1,-6,3,-16,·,-0.2,99,96,-8,·
CC(=O)c1ccc(NC(=O)C2CCN(S(=O)(=O)c3cccs3)CC2)cc1,-6,-4,-2,-4,-0.5,103,97,18,-14
Cc1cc(C)nc(NS(=O)(=O)c2ccc(NC(=O)Nc3ccccc3F)cc2)n1,-1,19,22,4,0.9,126,119,-13,-14
COc1ccc(-c2nc(CS(=O)CC(=O)NCc3ccccc3)c(C)o2)cc1OC (stereo not drawn),-6,1,0,1,-2.2,98,98,4,-45
CCCOc1ccc(-c2c(C(=O)N/N=C/c3ccc(OC)cc3)nnn2-c2nonc2N)cc1,-3,-3,11,-11,-1.0,88,88,-51,-11
O=C1C(=O)N(CCCN2CCOCC2)C(c2ccc(Cl)cc2)/C1=C(\O)c1ccc2c(c1)OCCO2 (stereo not drawn),-8,4,-2,11,-0.2,104,102,-10,-44
Cc1cccc(C(=O)Nc2ccc(C(=O)N/N=C/c3cccnc3)cc2)c1,-7,5,5,-3,-0.5,101,103,-2,-11
Cn1c(C(=O)NCCCN2CCCCC2)cc2sccc21,0,15,8,-2,8.6,112,138*,3,-1
COc1ccc(CCNC(=O)c2cc(-c3ccco3)nc3ccccc23)cc1,5,4,15,53*,-10,97,96,-4,-31
CCOC(=O)Oc1ccc(/C=C2\N=C(C)OC2=O)cc1,-12,-2,-26,7,0.6,102,100,1,0
CN(C(=O)c1cc([N+](=O)[O-])ccc1NCc1cccnc1)c1ccccc1,-8,12,9,4,-3.7,104,106,12,-14
CC(=O)NCCc1nc2ccccc2n1CCCCOc1ccccc1,-11,2,-2,0,-0.7,108,104,-7,-30
O=S1(=O)NC(=NCCc2ccccn2)c2ccccc21,-3,4,2,-4,-0.8,106,109,-8,1
CCCCc1nc2ccccc2c(NC(=O)CN2CCN(C)CC2)c1CCC,-12,-2,10,-6,0.0,95,96,3,19
COC(=O)c1ccc(N(CC(=O)NC2CCCC2)C(=O)c2ccc(C)s2)cc1,-11,2,-8,-4,-3.9,100,100,10,-34
Cc1cccc(C#N)c1NC1=CC(=O)CC(C)(C)C1,-6,7,-11,9,0.3,110,113,-23,-1
COc1cccc2[nH]c(C(=O)NCc3ccccc3)cc12,-3,2,20,-2,-1.0,104,103,-19,-14
CCN(CC)S(=O)(=O)c1ccc(S(=O)(=O)NCc2cccs2)cc1,-8,1,8,-6,0.2,95,100,5,-14
C/C(=N\Nc1ccc(S(=O)(=O)N2CCOCC2)cc1[N+](=O)[O-])C(C)C,2,1,-22,0,-0.5,104,105,-3,-4
COc1ccccc1/C=C/C=N/NC(=O)c1ccc2nc[nH]c2c1,·,4,-1,-4,·,104,104,·,-12
Cc1oc2cc3oc(=O)c(CCC(=O)NC4CC4)c(C)c3cc2c1C,-3,2,24,-6,-0.3,102,99,-7,-30
Cc1ccc(C(=O)Nc2cc(=O)n(C)c(=O)n2C)cc1C,1,6,21,0,0.3,100,98,1,0
COc1ccc(OC)c(S(=O)(=O)N2c3cc(F)ccc3CCC2C)c1 (stereo not drawn),-8,-7,0,-9,2.8,92,90,22,-22
Cc1ccc2c(c1)N(C(=O)CCC(=O)NCc1ccccn1)CC(C)O2 (stereo not drawn),·,-3,15,29,-0.8,100,100,8,-24
O=C(CN(c1ccccn1)S(=O)(=O)c1ccccc1)N/N=C/c1cccc([N+](=O)[O-])c1,-7,5,-7,5,-1.1,97,104,1,3
CC(Nc1nc(N2CCNCC2)nc2ccccc12)c1ccccc1 (stereo not drawn),-13,1,-1,-36,-2.5,109,121,-16,33
COc1ccc(C2/C=C\CN(S(=O)(=O)/C=C/c3ccccc3)CC(=O)N2Cc2ccc(F)cc2)cc1 (stereo not drawn),-3,1,-12,·,-0.3,102,101,1,·
CCOC(=O)c1[nH]c2ccc(OC)cc2c1NC(=S)N1CCN(c2ccccc2OC)CC1,-4,-1,0,-21,-2.0,121,101,13,-9
CCc1nnc(NC(=O)c2ccc(COc3ccc(C)cc3)o2)s1,-2,-4,2,1,1.8,101,95,-1,-5
Cc1ccc(NC2CCCN(C(=O)c3snnc3C)C2)cc1C (stereo not drawn),2,-4,-5,4,0.1,95,94,-8,-8
CCCNS(=O)(=O)c1ccc(Oc2ncc(C(F)(F)F)cc2Cl)cc1,-5,2,3,-10,81*,105,109,-77,-25
CCc1noc(C)c1C(=O)N1CCC(CCC(=O)Nc2cccc(C)c2)CC1,-2,3,2,8,-2.4,99,104,-11,-30
COc1ccc(-c2csc(CCN3N=C(C)CC3=O)n2)cc1,1,-12,59,-10,-0.6,99,92,40,-27
O=c1[nH]c(CN2CCOCC2)nc2ccccc12,-4,-1,2,2,5.5,92,94,-12,-2
CC(C)(C)NC(=O)NC(=O)COC(=O)c1ccc(OC(F)F)cc1,-12,0,-11,-1,1.7,102,104,-28,-15
COc1ccc(C(=O)NCc2nnc(SCC(=O)NC3CCCCC3)o2)cc1,-7,0,-12,2,0.2,100,103,2,-30
C=CCN1N=C(/C=C/c2ccc(C)cc2)CCC1=O,-2,-8,24,1,-0.9,99,91,-27,-6
CNC(=O)CN(c1ccc(OC)cc1)S(=O)(=O)c1ccc(F)cc1,-7,2,-13,0,-2.2,78,105,7,2
N#CC(c1ccccc1)N(CCCCl)C(=O)c1ccc(Br)cc1 (stereo not drawn),0,-2,-3,0,0.6,109,101,-1,-6
